Source: PubChem
TROY signal inh: TROY signaling inhibition. 0.98% of 360,000 active. Q293 LMP1-TROYcd NF-kB luciferase reporter, 4 h. inhibition, % at 10 µM;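 active means compounds whose plate-normalised and pattern-corrected inhibition of the luciferase reporter signal at the single screening dose is 50% or more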
NCOA3 inh: inhibitors of human steroid receptor coactivator 3 (SRC3) | inhibition, % at 3.6 µM | 0.17% of 360,000 active | HEK293 GAL4-SRC3 luciferase reporter, luminescence | Q9Y6Q9;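 active means inhibition above a per-campaign cutoff, the mean of all compounds plus 3 SD, cut at about 60% in these data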;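 further: 0% = DMSO-treated cells and 100% = gossypol-treated cells at 36 µM; higher means less SRC3-driven luciferase light from the GAL4 reporter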
EBV LMP1 NFkB: inhibitors of Epstein-Barr LMP1-induced NF-kappaB reporter. LMP1-induced NF-kappaB luciferase reporter cells, luminescence. inhibition, % at 12.5 µM. 0.69% of 350,000 active; in the data active means inhibition above about 41%;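 further: 0% = neutral control wells and 100% = reference inhibitor control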
NOD2-RIPK2 inh: inhibitors of human NOD2-RIPK2 interaction. O43353. CHO BLA complementation NOD2-RIPK2, CCF4 ratio. inhibition, % at 4.98 µM. 0.38% of 360,000 active. AID 624267; in the data active means inhibition above about 21%;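 further: 0% = vehicle only and 100% = reference blocker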
LRH-1 inv ag: inverse agonists of human LRH-1 (NR5A2); O00482; 0.13% of 360,000 active; HEK293T StAR-luciferase reporter, LRH-1 transfected, 24 h; inhibition, % at 3.6 µM;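 active means inhibition above the mean inhibition of all tested compounds plus 3 SD, cut at about 73% in these data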;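 further: 0% = DMSO wells and 100% = reporter-only cells lacking LRH-1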
TWEAK-Fn14 inh: inhibitors of TWEAK-Fn14 interaction signaling; AID 1159606; 2% of 360,000 active; inhibition, % at 10 µM; TWEAK-stimulated Fn14 reporter cells, luciferase luminescence, 8 h; in the data active means inhibition above about 50%
SRC2 inh: inhibits human steroid receptor coactivator 2; AID 651957; 0.17% of 370,000 active; inhibition, % at 9 µM; HEK293 GAL4-SRC2 luciferase reporter, luminescence;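 active means inhibition above the mean inhibition of all tested compounds plus 3 SD, set per campaign, cut at about 52% in these data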;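 further: 0% = DMSO treated cells and 100% = cells given Gossypol at 36 µM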
C8 TRAIL sens: sensitizes caspase-8 expressing cells to TRAIL; NB7+C8 cells + TRAIL, ATPlite viability luminescence; 1% of 360,000 active; inhibition (viability loss, TRAIL sensitization), % at 10 µM; AID 624354;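 active means compounds causing at least 50% loss of cell viability in the single-dose screen, relative to plate controls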
NCOA1 inh: inhibitors of human steroid receptor coactivator 1 (SRC1); HEK293 GAL4-SRC1 luciferase reporter, luminescence; inhibition, % at 3.6 µM; AID 588354; 0.12% of 360,000 active; Q15788;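 active means inhibition above the campaign mean plus 3 SD, with each screening campaign given its own cutoff, cut at about 60% in these data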;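 further: 0% = DMSO treated cells and 100% = gossypol at 36 µM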
TLR9-MyD88 block: TLR9-MyD88 interaction inhibition | Q9NR96+Q99836 | CHO BLA complementation TLR9-MyD88, CCF4 FRET ratio | inhibition, % at 4.98 µM | 0.21% of 340,000 active | AID 504734;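 active means inhibition above the mean over all tested compounds plus 3 SD, cut at about 21% in these data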;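 further: 0% = DMSO only wells and 100% = clavulanate BLA inhibitor control wells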
Target sequence (Q99836 whole entry, looked up): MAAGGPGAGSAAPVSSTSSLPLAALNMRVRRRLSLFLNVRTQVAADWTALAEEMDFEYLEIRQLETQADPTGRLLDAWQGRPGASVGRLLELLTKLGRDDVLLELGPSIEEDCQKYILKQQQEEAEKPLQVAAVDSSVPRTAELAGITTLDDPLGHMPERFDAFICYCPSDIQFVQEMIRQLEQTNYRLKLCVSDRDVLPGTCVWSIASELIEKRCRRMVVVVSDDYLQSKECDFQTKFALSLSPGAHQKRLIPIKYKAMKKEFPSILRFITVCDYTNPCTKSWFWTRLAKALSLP
Target sequence (Q9NR96 whole entry, looked up): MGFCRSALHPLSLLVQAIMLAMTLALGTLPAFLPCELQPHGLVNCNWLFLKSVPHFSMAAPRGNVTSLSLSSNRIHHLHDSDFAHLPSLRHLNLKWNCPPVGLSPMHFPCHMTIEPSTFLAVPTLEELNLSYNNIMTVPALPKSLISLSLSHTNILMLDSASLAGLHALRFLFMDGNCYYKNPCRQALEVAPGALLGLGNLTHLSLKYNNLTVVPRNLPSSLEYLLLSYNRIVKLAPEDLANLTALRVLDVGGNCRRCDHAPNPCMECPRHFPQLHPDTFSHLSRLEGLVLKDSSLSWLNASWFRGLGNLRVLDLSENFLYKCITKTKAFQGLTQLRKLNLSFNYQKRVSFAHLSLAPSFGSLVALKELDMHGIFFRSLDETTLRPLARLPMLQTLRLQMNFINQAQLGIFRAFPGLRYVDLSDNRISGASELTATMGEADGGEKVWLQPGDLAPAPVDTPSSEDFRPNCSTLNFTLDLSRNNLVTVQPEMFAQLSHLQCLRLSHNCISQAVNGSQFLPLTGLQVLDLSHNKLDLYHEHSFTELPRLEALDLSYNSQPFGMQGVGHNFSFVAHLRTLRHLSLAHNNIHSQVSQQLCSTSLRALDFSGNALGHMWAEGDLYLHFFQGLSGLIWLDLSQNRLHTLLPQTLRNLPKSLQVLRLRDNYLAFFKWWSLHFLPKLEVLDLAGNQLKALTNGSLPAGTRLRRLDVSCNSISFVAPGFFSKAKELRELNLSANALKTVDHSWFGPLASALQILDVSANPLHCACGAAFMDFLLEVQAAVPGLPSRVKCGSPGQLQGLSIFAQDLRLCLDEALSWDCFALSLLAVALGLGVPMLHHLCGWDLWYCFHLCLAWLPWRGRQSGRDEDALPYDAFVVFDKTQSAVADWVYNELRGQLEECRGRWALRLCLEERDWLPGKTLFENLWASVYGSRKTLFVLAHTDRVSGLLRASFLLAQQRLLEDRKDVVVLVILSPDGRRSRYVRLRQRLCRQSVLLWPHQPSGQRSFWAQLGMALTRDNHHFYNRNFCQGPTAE
NR2F2 inh: NR2F2 (human) inhibition, primary screen. P24468. HEK293T NGFI-A luciferase reporter, luminescence. inhibition, % at 8.6 µM. 0.7% of 370,000 active. AID 686940;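 active means inhibition above a per-plate cutoff, mean inhibition of test wells between control levels plus 3 SD, cut at about 38% in these data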;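 further: cells cotransfected with COUP-TFII expression vector driving the NGFI-A reporter; 0% = median of COUP-TF2 test wells and 100% = reporter-only cells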
An asterisk follows results filed as active; x = not tested or not shown; & = joins results of further samples. This is a subset; the hit share may differ from the screen's.

molecule | TROY signal inh | NCOA3 inh | EBV LMP1 NFkB | NOD2-RIPK2 inh | LRH-1 inv ag | TWEAK-Fn14 inh | SRC2 inh | C8 TRAIL sens | NCOA1 inh | TLR9-MyD88 block | NR2F2 inh
COC(=O)CSc1nc(N)c(C#N)c(-c2ccc(O)cc2)c1C#N | 8 | -3 | 8 | -14 | 19 | -13 | -24 | 2 | -2 | -5 | -21
Cc1ccsc1C(=O)N1CCN(S(=O)(=O)c2cccc(F)c2)CC1 | 25 | 9 | -4 | -6 | -15 | 5 | 12 | 7 | -12 | 7 | -1
O=S(=O)(c1ccc(N2CCCC2)cc1)C(F)(F)F | -22 | -27 | 0 | -1 | 13 | -8 | -13 | 13 | -20 | -8 | 17
COc1ccc(NC(=O)c2ccc(-c3c(C)noc3C)c3ccoc23)cn1 | -31 | -22 | x | 4 | -25 | -6 | -88 | 3 | -1 | x | -82
Cc1ccc2nc(C3CCCN(C(=O)NCc4ccccc4)C3)[nH]c2c1 (stereo unspecified) | -28 | -16 | -18 | 3 | -15 | -1 | -24 | 10 | -13 | -5 | -1
Cc1cc(Br)ccc1NC(=O)CN(C)C(=O)CSC(=S)N1CCCC1 | -11 | 8 | -2 | 7 | -4 | -8 | -13 | 1 | -3 | -8 | -22
Cc1ccc(C)c(CC(=O)N2CCCC(c3cc(C(=O)NCc4cccnc4)no3)C2)c1 (stereo unspecified) | -18 | -21 | x | 9 | -5 | -7 | -11 | -1 | -6 | x | 15
COCn1c(-c2cccc(Br)c2)nc2ccccc21 | -54 | -37 | -20 | 4 | -2 | -2 | -34 | 21 | -66 | 3 | -7
CCOc1ccccc1C(=O)N(Cc1cccs1)C1CCS(=O)(=O)C1 (stereo unspecified) | 17 | 3 | -2 | 2 | 7 | -1 | -16 | -3 | 0 | -5 | -4
COc1ccc(CCNC2=CC(=O)CCC2)cc1OC | -1 | -8 | x | -1 | -9 | 6 | x | -11 | -2 | x | x
CC(C)[C@H](NC(=O)[C@@H]1Cc2c([nH]c3ccccc23)C2c3ccccc3C(=O)N21)C(=O)N1CCC[C@H]1C(=O)O (stereo partly specified) | -3 | 2 | x | -5 | 7 | -5 | 5 | 6 | -49 | x | 5
COc1ccc(C2CC(=O)c3cnc(NC(=O)c4cc(OC)cc(OC)c4)nc3C2)cc1 (stereo unspecified) | 8 | 2 | -14 | -8 | 8 | 0 | -34 | -12 | 3 | 2 | 6
Cc1ccc(S(=O)(=O)N2CCOCC2)cc1NC(=O)COC(=O)c1ccc(Br)cc1 | 13 | -10 | -1 | -5 | -12 | 0 | 4 | -14 | -2 | 9 | 2
CC(C)CCN1CCN(Cc2cc(F)ccc2-n2cccn2)CC1CCO (stereo unspecified) | 7 | -7 | -1 | -14 | 9 | -12 | 23 | 1 | 16 | 14 | -12
CC(=O)C1=C(O)C(=O)N(c2ccc(F)cc2)C1c1ccc(C)cc1 (stereo unspecified) | -18 | 7 | -1 | -12 | 0 | -13 | 0 | -17 | 12 | -7 | 19

molecule | TROY signal inh | NCOA3 inh | EBV LMP1 NFkB | NOD2-RIPK2 inh | LRH-1 inv ag | TWEAK-Fn14 inh | SRC2 inh | C8 TRAIL sens | NCOA1 inh | TLR9-MyD88 block | NR2F2 inh
Cc1cc(-c2ccc(S(=O)(=O)N3CCN(c4ccccc4F)CC3)s2)on1 | 16 | -17 | 7 | -1 | -8 | 26 | 9 | -2 | 3 | -11 | -4
COCCNC(=O)C1(C)CCCN(Cc2c(C)nn(-c3ccccc3)c2C)C1 (stereo unspecified) | -9 | -1 | x | -2 | 8 | -7 | -35 | 10 | -6 | x | 10
Cc1nc2ccc3[nH]snc3c2n1 | 9 | 20 | -11 | 0 | -9 | 21 | -5 | -1 | 9 | 4 | 6
O=C(O)Cn1cc(CN2CCOCC2)c2ccccc21 | -2 | -12 | -7 | 2 | 20 | -9 | -12 | -7 | -20 | -12 | -5
Cc1ccc(NC(=O)/C(=C/c2cccs2)NC(=O)c2ccco2)cc1 | -9 | 14 | 1 | -4 | -5 | -1 | -14 | -16 | -12 | 0 | 6
CC(CCc1ccccc1)NC(=O)CCC(=O)N1CCC(C(=O)O)CC1 (stereo unspecified) | 12 | 0 | 2 | 1 | -8 | -5 | 15 | -27 | -21 | -2 | -16
CCOc1ccc2nc(SCc3cccc(C)c3)nc(C)c2c1 | -29 | -1 | -31 | -1 | -7 | 10 | 5 | -8 | -5 | -12 | -2
COc1ccc(-n2nnnc2CNC(=O)c2ccc3c(c2)OCO3)cc1 | 29 | 8 | -6 | -1 | 2 | 12 | 9 | 4 | -5 | -6 | -15
CC(=O)c1ccc(OCC(O)CN2CCN(Cc3ccc4c(c3)OCO4)CC2)cc1 (stereo unspecified) | -5&-3 | 5&14 | 4&14 | 4&0 | 1&-7 | -8&4 | 12&-18 | 5&-2 | -38&-11 | 6&8 | 0&3
O=C1N=C(N2CCOCC2)S/C1=C/c1cccs1 | -51 | -1 | -4 | 1 | 6 | -24 | -28 | 1 | 3 | 2 | -5
CCCCOC(=O)C1=C(C)Nc2ncnn2C1c1cccc(OC)c1OC (stereo unspecified) | -30 | 4 | -10 | 6 | -16 | -20 | -14 | -18 | -61 | -9 | 7
Cc1cccc(-c2nc(CS(=O)CC(=O)N3CCN(C)CC3)c(C)o2)c1 (stereo unspecified) | -5 | -5 | -10 | 2 | -12 | -3 | 5 | -3 | 0 | 6 | -2
CCOC(=O)/C=C/C(=O)Nc1nccs1 | -4 | 9 | 6 | -2 | 5 | 36 | 1 | -10 | -13 | -1 | -13
Cc1ccc(C(=O)Cc2ccccc2)c(O)c1 | -54 | -29 | -13 | 0 | -21 | -9 | -43 | 6 | -29 | 11 | -9
NS(=O)(=O)c1ccc(NC(=S)NCc2ccccc2)cc1 | -6 | -6 | 5 | -8 | 4 | 2 | -6 | -9 | -2 | 5 | -6

molecule | TROY signal inh | NCOA3 inh | EBV LMP1 NFkB | NOD2-RIPK2 inh | LRH-1 inv ag | TWEAK-Fn14 inh | SRC2 inh | C8 TRAIL sens | NCOA1 inh | TLR9-MyD88 block | NR2F2 inh
Cn1c(N)c(S(=O)(=O)NCc2ccc(Cl)cc2)c(=O)n(C)c1=O | 21 | 2 | -27 | 3 | 5 | -9 | 0 | 4 | 3 | -5 | -21
O=[N+]([O-])c1cc(S(=O)(=O)C(F)(F)F)ccc1Sc1nc2ccccc2s1 | 5 | 16 | 6 | -16 | 5 | 13 | -3 | -2 | -7 | -12 | -2
Cc1cccc(NC(=O)NC(C)C(c2cccs2)N2CCOCC2)c1 (stereo unspecified) | 29 | 6 | -1 | -2 | -21 | 9 | -38 | 8 | -23 | -8 | -11
Cn1ccnc1SCC(=O)n1c2c(c3ccccc31)CCCC2 | -17 | 15 | -7 | 1 | -6 | -9 | -7 | 19 | -9 | 0 | 13
Cc1cccc(N2CCN(Cc3c(C)n(C)n(-c4ccccc4)c3=O)CC2)c1C | -6 | 7 | -1 | 7 | 14 | -14 | -4 | -5 | -30 | 1 | -16
O=C(CCc1nnc(-c2ccccc2)o1)NCc1cc(F)ccc1F | -31 | 11 | -11 | 10 | -3 | -3 | -31 | 1 | 3 | 1 | -28
Cn1c(-c2ccccc2)cnc1NCc1ccc(-c2ccccc2)cc1 | -7 | 5 | 7 | 3 | 9 | -9 | -15 | 5 | 13 | -5 | 8
CCc1c(C)nc2cc(-c3cccc(Br)c3)[nH]n2c1=O | -56 | -78 | 3 | 11 | -86 | -21 | -52 | -13 | -66 | 1 | -20
CCCOC(=O)c1ccc(O)c(OC)c1 | -5 | -3 | 3 | 2 | 7 | 8 | 12 | -7 | -13 | 4 | -16
CCC1SC2=NCCN2C1(O)c1ccc(Cl)cc1 (stereo unspecified) | -5 | 28 | -3 | -1 | 5 | 4 | -13 | 7 | 3 | -1 | -2
c1ccc(CSc2nc3ncncc3[nH]2)cc1 | 1 | -1 | -2 | -6 | -10 | 4 | -6 | 2 | -20 | -6 | 1
COc1cc(C(=O)NCCCNC(=O)c2cc(OC)c(OC)c(OC)c2)cc(OC)c1OC | 8 | -3 | x | -2 | -7 | -1 | -25 | 5 | -7 | x | -8
O=C(Cc1ccc(-n2c(=O)c3sccc3n(CC(=O)Nc3ccccc3)c2=O)cc1)NCc1ccco1 | 4 | -7 | -2 | -6 | 2 | 4 | -10 | -7 | 11 | 6 | 16
COc1ccc(CCNc2ncnc3c2[nH]c2cc(OC)c(OC)cc23)cc1OC | 12 | 23 | 13 | -15 | 10 | 2 | 2 | 19 | 36 | 0 | 25
CCN(CCn1cccn1)Cc1cn[nH]c1-c1ccc(OC)cc1F | 10 | 12 | -4 | -3 | -4 | -8 | -4 | 1 | 1 | -5 | 10

molecule | TROY signal inh | NCOA3 inh | EBV LMP1 NFkB | NOD2-RIPK2 inh | LRH-1 inv ag | TWEAK-Fn14 inh | SRC2 inh | C8 TRAIL sens | NCOA1 inh | TLR9-MyD88 block | NR2F2 inh
O=C(/C=C/c1ccc(F)cc1)N1CCc2ccccc2C1 | -49 | -38 | -18 | 0 | -27 | -19 | -30 | 15 | -58 | 9 | -41
CCCCOc1ccc(-c2nnc(-c3ccncc3)o2)cc1 | -4 | -84 | -41 | 7 | -116 | 10 | -52 | 14 | -110 | -1 | -19
COc1ccc(Nc2ccc3ccccc3c2)cc1 | -59 | -87 | -36 | 5 | -101 | -10 | -82 | 7 | -63 | -19 | -38
CNc1ccc2nnc(C(F)(F)C(F)(F)C(F)(F)F)n2n1 | -1 | 15 | -3 | 17 | -6 | 5 | 6 | -4 | -10 | -4 | -13
COC(=O)C1=C(N)Oc2cc(C)[nH]c(=O)c2C1c1ccccc1OC (stereo unspecified) | 9 | 14 | -6 | 2 | -1 | -8 | -21 | 6 | 5 | -2 | 4
O=[N+]([O-])c1cc2c(cc1Br)CCN2 | -7 | 13 | -6 | -12 | 1 | -7 | -13 | 0 | -30 | -3 | 18
COc1ccc(CN=C(C#N)C2=C(O)c3ccccc3C2=O)cc1 | -12 | 14 | -4 | -17 | 2 | -21 | -35 | 18 | -3 | -6 | -11
Cc1ccccc1NC(=S)NC(=O)Cc1ccc(Cl)cc1 | 17 | -1 | -6 | 7 | -20 | 10 | 19 | -16 | 0 | -4 | 1
CCCCCCOc1ccc(/C(C)=N/NC2=NCCN2)cc1 | -73 | -20 | -38 | -2 | 14 | -73 | 0 | 14 | 5 | -12 | -6
COc1ccc([C@H]2CC(=O)C=C(c3cccc(Br)c3)C2)cc1OC | 19 | -25 | 9 | 5 | -2 | 7 | -12 | 25 | 0 | -8 | -10
c1ccc(N2CCOCCOCCOCCOCCOCC2)cc1 | 12 | 6 | -3 | -4 | -13 | -6 | -2 | -1 | 0 | -8 | -3
O=C(OCCN1C(=O)CCC1=O)c1ccc(S(=O)(=O)N2CCCCC2)cc1 | 12 | -2 | -11 | 8 | -6 | 1 | 19 | -1 | 3 | -4 | -7
CNC(=O)C1(C)C=CC2(CCCCC2)N1C(=O)OC (stereo unspecified) | -13 | -23 | -3 | -11 | 2 | -14 | 1 | 12 | -12 | 6 | 7
O=S(=O)(c1ccccc1)[C@@]1(c2ccc(Br)cc2)C[C@@H]2ON=C(c3cccc(Br)c3)[C@@H]2C1 | -3 | -7 | 3 | 5 | -5 | 6 | 0 | 8 | -35 | 2 | 7
CC1CCCCN1S(=O)(=O)c1ccc(C(=O)Nc2nnc(C3=COCCO3)o2)cc1 (stereo unspecified) | -4 | 5 | -4 | 0 | 11 | 13 | 9 | 13 | 7 | 4 | 7
